Bioassay records deposited in PubChem by The Scripps Research Institute Molecular Screening Center.
GSTO1 inh – blocks human GSTO1 in RBBP9 counter-screen; P78417; recombinant GSTO1, activity-based probe fluorescence polarization; inhibition, % at 5.96 µM; 300,000 tested, 1.1% active; AID 1974;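 active means inhibition above the campaign mean inhibition plus 3 SD, cut at about 35% in these data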;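 further: 0% = GSTO1-1 with DMSO and 100% = wells lacking GSTO1-1 enzyme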
PAFAH1B2 FP inh – inhibitors of human PAFAH1B2; inhibition, % at 3.39 µM; AID 492953; recombinant PAFAH1B2, FP-rhodamine activity probe, fluorescence polarization; P68402; 340,000 tested, 1.2% active;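 active means inhibition above the mean of all tested compounds plus 3 SD, cut at about 24% in these data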;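 further: 0% = enzyme with DMSO and 100% = wells lacking PAFAH1B2; many of its hits are not listed in these tables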
Target sequence (P68402 whole entry, looked up): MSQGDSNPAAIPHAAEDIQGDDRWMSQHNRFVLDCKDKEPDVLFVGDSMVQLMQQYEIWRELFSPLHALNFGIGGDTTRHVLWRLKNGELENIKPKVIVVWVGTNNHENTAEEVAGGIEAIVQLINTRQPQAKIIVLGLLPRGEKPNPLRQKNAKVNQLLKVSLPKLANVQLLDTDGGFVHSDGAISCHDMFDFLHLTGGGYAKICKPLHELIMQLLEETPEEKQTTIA
PAFAH1B3 inh – blocks human PAF acetylhydrolase 1B catalytic subunit 3; recombinant PAFAH1B3, FP-rhodamine probe, fluorescence polarization; Q15102; 340,000 tested, 0.28% active; inhibition, % at 3.39 µM;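 active means inhibition above the screen-wide average of all tested compounds plus 3 SD, cut at about 25% in these data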;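 further: 0% = enzyme with DMSO only and 100% = wells lacking PAFAH1B3 protein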
pPAFAH inh – pPAFAH (human) enzyme inhibition; Q13093; recombinant pPAFAH, FP-rhodamine probe fluorescence polarization; inhibition, % at 3.39 µM; 330,000 tested, 1.5% active; AID 463082;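 active means inhibition above the mean inhibition across the screen plus 3 SD, cut at about 25% in these data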;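 further: inhibitors block binding of the rhodamine activity-based probe so polarization drops; 0% = enzyme with DMSO and 100% = wells lacking pPAFAH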
PAD4 FP inh – blocks human protein arginine deiminase 4; Q9UM07; recombinant PAD4, RCA probe fluorescence polarization; inhibition, % at 6.36 µM; 330,000 tested, 0.41% active; AID 485272;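 active means percent inhibition above a cutoff equal to the mean of all tested compounds plus 3 SD, cut at about 15% in these data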;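 further: 0% = PAD4 with RCA probe and DMSO and 100% = probe without PAD4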
Target sequence (Q9UM07 whole entry, looked up): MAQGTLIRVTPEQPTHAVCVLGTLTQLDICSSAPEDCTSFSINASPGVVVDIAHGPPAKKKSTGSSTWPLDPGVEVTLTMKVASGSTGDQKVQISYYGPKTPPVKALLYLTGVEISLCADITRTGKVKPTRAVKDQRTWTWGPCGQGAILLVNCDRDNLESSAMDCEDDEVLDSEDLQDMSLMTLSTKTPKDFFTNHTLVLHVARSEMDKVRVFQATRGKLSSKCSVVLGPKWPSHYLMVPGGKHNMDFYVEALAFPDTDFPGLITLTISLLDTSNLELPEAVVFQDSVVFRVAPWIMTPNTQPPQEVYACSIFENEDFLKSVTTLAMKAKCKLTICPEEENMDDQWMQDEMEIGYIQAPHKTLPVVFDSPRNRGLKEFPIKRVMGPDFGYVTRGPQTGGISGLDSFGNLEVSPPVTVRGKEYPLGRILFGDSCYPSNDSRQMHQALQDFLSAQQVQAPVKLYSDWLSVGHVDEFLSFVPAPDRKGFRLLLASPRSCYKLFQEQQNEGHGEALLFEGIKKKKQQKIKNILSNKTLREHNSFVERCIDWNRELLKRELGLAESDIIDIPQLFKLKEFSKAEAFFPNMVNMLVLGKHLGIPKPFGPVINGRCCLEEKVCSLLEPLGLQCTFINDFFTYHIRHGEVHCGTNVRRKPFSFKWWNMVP
PREPL inh – inhibits the human prolyl oligopeptidase-like enzyme. recombinant PREPL, fluorescence polarization activity-based probe. Q4J6C6. 320,000 tested, 0.68% active. inhibition, % at 5.96 µM; in the data active means inhibition above about 43%;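 further: 0% = enzyme with DMSO and 100% = wells lacking enzyme; many of its hits are not listed in these tables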
LYPLA1 counter – blocks human lysophospholipase 1, a PME1 counter-screen. O75608. recombinant LYPLA1, FP-Rh probe fluorescence polarization. inhibition, % at 5.9 µM. 320,000 tested, 0.16% active. AID 2174;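 active means inhibition above the mean of all tested compounds plus 3 SD, set per campaign, cut at about 14% in these data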;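 further: inhibitors block serine hydrolase probe labeling of LYPLA1 so polarization falls; 0% = enzyme with DMSO and 100% = wells lacking LYPLA1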
LYPLA2 counter – blocks human lysophospholipase 2, a PME1 counter-screen; O95372; recombinant LYPLA2, FP-Rh probe fluorescence polarization; inhibition, % at 5.9 µM; 320,000 tested, 0.38% active;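 active means inhibition above the screen-wide mean plus 3 SD, limit set per campaign, cut at about 26% in these data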;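 further: 0% = LYPLA2 with DMSO and 100% = wells lacking LYPLA2 enzyme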
PME-1 primary – blocks human protein phosphatase methylesterase 1 | Q9Y570 | recombinant PME-1, FP-Rh probe fluorescence polarization | AID 2130 | 320,000 tested, 0.53% active | inhibition, % at 5.9 µM;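 active means inhibition above the campaign mean of all compounds plus 3 SD, cut at about 26% in these data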;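 further: competitive labeling of PME-1 active site by serine hydrolase directed probe; 0% = PME-1 with DMSO and 100% = wells lacking PME-1 enzyme; inhibitors block probe labeling so polarization falls and inhibition rises; many of its hits are not listed in these tables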
An asterisk follows results filed as active; / = not tested or not shown; & = joins results of further samples.

item	mol	GSTO1 inh	PAFAH1B2 FP inh	PAFAH1B3 inh	pPAFAH inh	PAD4 FP inh	PREPL inh	LYPLA1 counter	LYPLA2 counter	PME-1 primary
1	CN=C1SC(CC(=O)Nc2ccc(N3CCOCC3)cc2)C(=O)N1C (configuration not stated)	4	2	11	-2	1	15	2	0	7
2	COc1nccnc1NS(=O)(=O)c1ccc(NC(=S)NC(=O)c2cccc(F)c2)cc1	1	5	0	3	-2	0	-1	6	-3
3	COc1ccc(CC(=O)O/N=C(\N)Cc2ccc(OC)cc2)cc1	2	0	0	7	-8	-5	-2	4	4
4	CCOc1ccccc1NC(=O)N1CCCC1C(=O)Nc1ccc(NC(C)=O)cc1 (configuration not stated)	-1	4	2	3	1	8	-2	0	-1
5	CCn1cc(C(=O)N[C@H](C(=O)NCCCN2CCOCC2)C(C)C)c(=O)c2cc3c(cc21)OCO3	3	10	5	-1	-3	0	-2	0	5
6	O/N=C/c1ccnc(SCc2ccccc2)n1	5	0	-4	-6	-8	17	-3	-3	-6
7	O=C(NCc1cccnc1)c1cnc2sccn2c1=O	8	0	1	0	-1	15	-2	-2	-4
8	COC(=O)CN1C(=O)COc2ccc(S(=O)(=O)NCc3ccc(F)cc3)cc21	-1	5	11	2	-4	8	3	-7	9
9	COC(=O)c1ccc(COc2cc([N+](=O)[O-])cc3cccnc23)o1	5	4	6	11	-3	12	1	4	10
10	O=C(NC(=S)Nc1ccc(S(=O)(=O)N2CCCC2)cc1)C1CCC1	2	2	5	6	1	-9	-1	-1	-2
11	CCOC(=O)N1CCc2[nH]c3ccc(C)cc3c2C1	8	1	2	-1	1	6	4	3	9
12	CCN(CC)C(=O)C(=O)c1cn(CCOc2ccccc2)c2ccccc12	3	-2	0	3	-1	17	0	3	8
13	COc1cccc(CN2CCNC(=O)C2CC(=O)N(C)C2CCCCC2)c1OC (configuration not stated)	-1	-1	6	1	1	3	-4	-2	4
14	Cc1ccc(S(=O)(=O)N2CCCCC2)cc1NC(=O)CN1C(=O)CN(C)C1=O	3	2	3	3	4	-2	-5	3	-3
15	Cc1cccc(NC(=O)c2cnn(-c3ccc(F)cc3)c2C2CCNCC2)c1C	-5	-1	1	-1	-2	8	0	-2	-1
16	COc1ccccc1-n1c(O)c(C=NCc2ccccn2)c2ccccc2c1=O	5	1	1	2	-4	-1	2	0	-5
17	COc1cccc(OC)c1OCCCCCCN1CCN(C)CC1	0	1	-2	-1	-2	-17	-2	-6	1
18	O=C(NCC(=O)N1CCCCCCC1)c1ccc(Cl)cc1	/	1	15	-3	-4	21	0	5	-1
19	O=C(O)CC(CC(=O)Nc1ccc(N2CCOCC2)cc1)c1ccccc1 (configuration not stated)	10	2	10	2	1	13	7	9	-1
20	Cc1cc(C(=O)OC(C)C(=O)Nc2nc(-c3ccccc3)cs2)c(C)o1 (configuration not stated)	-4	1	-5	-15	-3	13	-19	-36	-36
21	CC1Oc2ccccc2OC1C(=O)Nc1nccs1 (configuration not stated)	2	4	2	2	0	-38	4	-3	1
22	CCc1ccc(/C=C2/Sc3ccccc3N(CC(=O)NCC3CCCO3)C2=O)cc1 (configuration not stated)	5	1	4	9	-2	10	-1	-1	-5
23	CCN(CC)CCNCc1ccc(Br)cc1OCC(=O)NCc1ccccc1	0	4	11	-5	-7	-17	1	2	-3
24	CC(NC(=O)COC(=O)c1c[nH]c2ccccc12)c1ccccc1 (configuration not stated)	/	3	-6	8	1	-12	/	/	/
25	CCOC(=O)C1=C(C)N(CCO)C(=O)NC1c1ccccc1 (configuration not stated)	1	3	12	-3	-3	17	-1	-4	1
26	O=C(c1ccc(Cl)c(Cl)c1)N1CCOCC1	-4	-1	12	2	6	8	1	1	2
27	NC(=O)N/N=C/c1cccc(C(F)(F)F)c1	-4	1	10	-1	1	7	2	8	-1
28	CCOCCSc1n[nH]c(=O)n1CCc1ccccc1	-2	6	9	3	-8	-4	6	-2	4
29	COc1ccc2c(c1)CC(C1(O)C(=O)N(C)c3ccccc31)C2=O (configuration not stated)	6	-1	6	4	0	-3	-3	3	-3
30	COc1ccc(S(=O)(=O)Nc2ccc3c(c2)COC3=O)cc1OC	-4	0	-3	1	1	23	2	7	-2
31	COc1ccc(N2C(=O)C3CCCN3C2c2cccc(OC)c2)cc1 (configuration not stated)	6	7	7	-3	1	10	-2	-4	3
32	O=C(NC1CCCCC1)C(c1ccc(F)cc1)N(CCN1CCOCC1)C(=O)c1ccc(-c2ccccc2)[nH]1 (configuration not stated)	5	4	3	-1	4	19	-1	0	4
33	COc1ccc(/C=C/C(=O)O)cc1S(=O)(=O)NCc1cccnc1	3	1	-1	5	3	3	1	-1	1
34	CCOc1ccc(C(CC(=O)O)NS(=O)(=O)c2ccc(C)cc2)cc1OC (configuration not stated)	6	9	2	-1	3	13	2	1	-2
35	Cc1ccc(S(=O)(=O)NCC(=O)OCC(=O)N(C)C2CCCCC2)cc1	/	6	5	11	6	18	0	1	-3
36	C/C(=N/NC(=O)CSCc1ccc(Cl)cc1)c1cccc(NC(=O)c2ccccc2)c1	2	2	6	0	0	-18	-3	3	-6
37	O=C(N/N=C/c1ccc(OCC(=O)N2CCOCC2)cc1)c1ccccc1Cl	13	-3	0	-4	1	24	2	4	4
38	Cc1nc(NCCc2ccc(F)cc2)c2nnn(Cc3ccccc3)c2n1	1	1	8	4	2	3	4	2	4
39	Cc1c(NC(=O)Nc2c(Cl)cccc2Cl)c(=O)n(-c2ccccc2)n1C	-4	2	13	-7	-2	6	-5	-3	-11
40	O=C(COC(=O)CCC(=O)c1cccs1)NCc1cccs1	11	5	1	5	3	2	3	2	5
41	O=C(CNC(=O)c1ccco1)NCC(=O)OCC(=O)c1ccc(Cl)c([N+](=O)[O-])c1	11	6	-9	4	-1	6	5	11	3
42	COc1ccc(Nc2nc(NCCCN3CCOCC3)nc(N)c2[N+](=O)[O-])cc1	0	-1	-3	7	7	18	4	0	9
43	CC(C)NC(=O)COC(=O)/C=C/c1ccco1	8	-1	4	5	-3	0	-1	-3	0
44	CCOC(=O)CC(=O)CSc1nc(-c2ccccc2)cc(-c2ccccc2)c1C#N	-8	2	-12	23	-4	7	-14	-14	-6
45	COc1ccc(Cc2n[nH]c(=S)n(N)c2=O)cc1	-12	4	-1	7	1	7	-1	3	-2
46	CC(=O)Nc1ccc(C(=O)NCC(c2ccco2)N(C)C)cc1 (configuration not stated)	8	1	4	3	2	5	0	2	2
47	Cc1cc(S(=O)(=O)Nc2cccc(Cl)c2)c(C)s1	-1	/	/	2	-3	9	-4	-2	-1
48	O=C(COC(=O)CSc1cccc2cccc(Cl)c12)Nc1ncc(C(F)(F)F)cc1Cl	6	-2	8	22	1	0	0	-7	2
49	CC(=O)N1CCC(N(CCN2CCOCC2)C(=S)Nc2ccc(C)c(C)c2)CC1	1	7	-1	2	1	1	1	-5	6
50	Cn1nc(C(=O)OCc2ccc(F)cc2)c2ccccc2c1=O	-2	1	12	0	-2	11	3	6	4
51	Cc1cc(C)nc(CCNC(=O)c2cc(COc3ccccc3)on2)n1	1	9	8	0	-4	15	-2	-2	2
52	NC(=O)Cn1c(=O)n(C2CCCCC2)c(=O)c2c3c(sc21)CCCCC3	-1	2	4	8	-4	-1	1	-3	-1
53	CC1(C)CC2CC(C)(CN2S(=O)(=O)c2ccc(C(=O)Nc3cccc(S(=O)(=O)N4CCOCC4)c3)cc2)C1 (configuration not stated)	-28	-30	-63	-23	0	-15	-43	-84	-78
54	COc1ccc(CCN(C)C(=O)N2CCOCC2)cc1OC	-3	1	6	5	-5	-6	3	1	-8
55	O=C(CCCC(=O)N(CC(=O)NC1CCCCC1)c1ccc(F)cc1)Nc1ccccn1	6	9	3	7	3	9	0	-1	5
56	O=C(CSc1nc2ccsc2c(=O)n1NC(=O)c1ccccc1)NCc1ccco1	1	3	5	0	5	6	-1	-2	3
57	C[C@H](CO)N1C[C@H](C)[C@H](CN(C)CC2CCCCC2)Oc2ccc(NS(=O)(=O)c3ccc(F)cc3)cc2CC1=O	/	4	11	30*	-2	14	/	/	/
58	Cc1cc(C)c(-c2csc(NC(=O)c3n[nH]c(=O)c4ccccc34)n2)c(C)c1	-5	1	-6	6	1	-16	-1	-1	-3
59	Cc1cc(NC(=O)CC23CC4CC(C2)CC(CC(=O)Nc2cc(C)on2)(C4)C3)no1	9	9	2	2	-1	-10	-2	3	-3
60	COc1cc(OC)cc(C(=O)NC(C)CNc2ccc(Cl)cc2[N+](=O)[O-])c1 (configuration not stated)	-1	7	3	11	-4	7	0	-4	0

(further entries)
item	mol	GSTO1 inh	PAFAH1B2 FP inh	PAFAH1B3 inh	pPAFAH inh	PAD4 FP inh	PREPL inh	LYPLA1 counter	LYPLA2 counter	PME-1 primary
61	COc1cccc(-c2nnc(SCC3CNC(=O)O3)n2-c2ccc(Cl)cc2)c1 (configuration not stated)	1	2	-4	-3	-4	1	-3	-4	-4
62	NC(=O)C1CCN(c2ccc(C(F)(F)F)cc2[N+](=O)[O-])CC1	2	0	1	7	0	15	0	5	-4
63	O=C(CN1C(=O)NC2(CCCC2)C1=O)Nc1cc(C(F)(F)F)ccc1N1CCOCC1	/	-2	8	7	-1	-1	/	/	/
64	OC(COCC1COc2ccccc2O1)CN1CCN(c2ccccn2)CC1 (configuration not stated)	-2	3&3	1&-7	1	-1	17	5	5	-2
65	O=C(CSc1nnc(-c2ccccc2Cl)o1)N1CCCCC1	4	-3	7	-3	3	7	2	7	4
66	CCCCN(CCCC)S(=O)(=O)c1ccc(N2CCCC2=O)c([N+](=O)[O-])c1	4	3	1	4	-1	-1	-1	4	2
67	COc1ccc(/C=N/n2c(C3CCCCC3)n[nH]c2=S)c(OC)c1	1	10	5	9	-1	-8	3	6	-2
68	COc1cc(/C=N/O)ccc1OCc1ccc(C(=O)O)cc1	0	5	7	2	0	1	-1	-2	-3
69	CS(=O)(=O)c1ccc(CNC(=O)C2(C(F)(F)F)C/C(=C\Cc3ccccc3)CCCO2)cc1 (configuration not stated)	11	1	6	-1	2	-2	-1	9	4
70	Cc1ccccc1[C@@]1(C)ON(c2ccccc2C(F)(F)F)C1=O	/	-5	8	-2	0	15	0	6	-1
71	CCCNC(=O)c1ccc2c(c1)nc(C)n2-c1cccc(C)c1	0	-1	10	5	-2	13	-1	-2	-37
72	CC(C)CCNC(=O)c1cnn2c(C(F)(F)F)cc(-c3ccco3)nc12	15	2	2	12	-2	11	-4	-5	-4
73	COc1ccc(-c2c3c(nc4sc5c(=O)[nH]c(C)nc5c24)CCC3)cc1	9	1	2	-1	-2	13	-2	6	-7
74	CC(C)(C#N)c1cc(Cn2cncn2)cc(C(C)(C)C#N)c1	10	/	/	-5	-2	10	2	-2	-5
75	CCOc1ccc(/C(O)=C2/C(=O)C(=O)N(c3ncccn3)C2c2ccc(C)cc2)cc1 (configuration not stated)	-8	5	5	-5	-4	-2	-2	2	-4
76	Cc1cc(C)c(C)c(S(=O)(=O)N2CCCCC2C(=O)O)c1C (configuration not stated)	-2	3	3	-3	-5	3	0	-7	0
77	Cn1c(=O)c2c(ncn2CC(=O)N2CCCCCC2)n(C)c1=O	-9	0	-1	1	5	-2	2	2	2
78	COc1cc2c(=O)n(CCCN3CCOCC3)c(=S)[nH]c2c(OC)c1OC	7	7	15	-7	6	17	-1	1	-8

The list is partial. The share of hits here may be higher or lower than overall.
